# GLS inh = qHTS for Inhibitors of Glutaminase (GLS); Glutaminase kidney isoform, mitochondrial (Homo sapiens), O94925; GLS enzymatic activity, qHTS titration; Potency, µM (titrated, usually from 45.5 µM), inactives show at the highest dose activity change, negative = inhibition, hits mostly inhibitors; 410,000 compounds, 0.21% hits; note: potency is the fitted concentration of half-maximal effect; % is set by controls: 0 for no effect and ±100 for the full control effect
#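 Assay buffer: 45 mM KH2PO4 pH 8.2, 0.02% Tween-20. hKGA acts on L-glutamine (1 mM solution added); product glutamate is reported by an oxidase/peroxidase Amplex Red coupling, with fluorescence taken at baseline and 30 min.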
# TrxR1 inh = qHTS Assay for Inhibitors of Mammalian Selenoprotein Thioredoxin Reductase 1 (TrxR1): qHTS | AID 588453, 2011 | Potency, µM (top dose mostly 114 µM), for the others: at the highest dose activity change, negative = inhibition, usual class: inhibitors | recombinant rTrxR1, NADPH fluorescence consumption, selenite substrate | Thioredoxin reductase 1, cytoplasmic (Rattus norvegicus), O89049 | 390,000 compounds, 1% hits; note: potency is the fitted concentration of half-maximal effect; % is set by controls: 0 for no effect and ±100 for the full control effect; nearly all actives have a fitted effect of over 65% in size
# Target sequence (O89049 whole entry, looked up): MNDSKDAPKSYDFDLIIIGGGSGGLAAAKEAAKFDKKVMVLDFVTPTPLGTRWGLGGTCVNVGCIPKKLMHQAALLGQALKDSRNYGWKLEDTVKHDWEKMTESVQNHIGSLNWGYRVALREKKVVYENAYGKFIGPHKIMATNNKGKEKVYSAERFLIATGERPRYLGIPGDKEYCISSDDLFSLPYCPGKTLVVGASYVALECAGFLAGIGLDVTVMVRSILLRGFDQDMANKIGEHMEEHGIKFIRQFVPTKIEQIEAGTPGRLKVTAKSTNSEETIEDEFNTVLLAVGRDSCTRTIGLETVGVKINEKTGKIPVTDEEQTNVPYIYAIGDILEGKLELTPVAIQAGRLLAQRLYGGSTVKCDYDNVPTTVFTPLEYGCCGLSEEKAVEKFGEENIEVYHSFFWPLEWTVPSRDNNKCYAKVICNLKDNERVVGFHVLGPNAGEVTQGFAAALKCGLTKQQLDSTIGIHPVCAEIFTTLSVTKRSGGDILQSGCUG
#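 Rat TrxR1 (90 nM in the dispensed reagent) was pre-reduced with 400 uM NADPH for 5 min at room temperature, then incubated with compound for 15 min. After 400 uM selenite was added, NADPH fluorescence (Ex 340/Em 450 nm) was followed for 8 min.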
# TrxR1 substrate = qHTS Assay for Substrates of Mammalian Selenoprotein Thioredoxin Reductase 1 (TrxR1): qHTS; Thioredoxin reductase 1, cytoplasmic (Rattus norvegicus), O89049; purified TrxR1 substrate turnover, NADPH consumption readout; Potency, µM (series often up to 114 µM), for the others: at the highest dose activity change, negative = substrate turnover; 390,000 compounds, 0.01% hits; AID 588456, 2011; note: potency is the fitted concentration of half-maximal effect; % is set by controls: 0 for no effect and ±100 for the full control effect; nearly all actives have a fitted effect of over 50% in size
#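 Rat TrxR1, dispensed at 90 nM, was prereduced with 400 uM NADPH (final) for 5 min at ~22 deg C, then incubated with compound 15 min before 400 uM selenite. A first-read NADPH fluorescence drop versus no-compound background flagged substrates.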
# PGK inhibitor = qHTS Assay to Find Inhibitors of Phosphoglycerate Kinase | PGK/GAPDH coupled, Kinase-Glo luminescence, 60 min | Potency, µM (doses to about 57.5 µM), for inactives: at the highest dose activity change, negative = inhibition, actives largely listed as inhibitors | 380,000 compounds, 0.043% hits; note: potency is the fitted concentration of half-maximal effect; % is set by controls: 0 for no effect and ±100 for the full control effect; nearly all actives have a fitted effect of over 60% in size
#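 Recombinant glycosomal PGK reaction used 1,3-bisphosphoglycerate generated in-well by GAPDH (100nM final) in 100mM TEA pH 7.6, 5mM MgCl2, 0.01% Tween-20. After 60 minutes at room temperature, ATP was read by Kinase-Glo Plus luminescence end-point.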
# mIDH1 inhibitor = qHTS for Inhibitors of mutant isocitrate dehydrogenase 1 (IDH1): qHTS; IDH1-R132H enzyme, NADPH consumption, diaphorase/resazurin fluorescence; Potency, µM (doses to about 76.6 µM), for inactives: at the highest dose activity change, negative = inhibition, actives largely listed as inhibitors; 390,000 compounds, 0.093% hits; AID 602179, 2012; note: potency is the fitted concentration of half-maximal effect; % is set by controls: 0 for no effect and ±100 for the full control effect; nearly all actives have a fitted effect of over 65% in size
#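 IDH1-R132H (0.5 ug/mL dispensed) in pH 7.5 Tris buffer was preincubated 30 min with compound, then given a substrate mix of 0.016 mM NADPH and 2 mM alpha-KG for 80 min at room temperature; remaining NADPH was read by diaphorase/resazurin fluorescence.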
# HP1b binding inh = HTS for Inhibitors of HP1-beta Chromodomain Interactions with Methylated Histone Tails; Chromobox protein homolog 1 (Homo sapiens), P83916; Potency, µM (top dose mostly 114 µM), inactives show top-dose activity change, negative = inhibition, most hits filed as inhibitors; AlphaScreen HP1-beta / biotin-H3K9me3 peptide binding; 390,000 compounds, 0.56% hits; note: potency is the fitted concentration of half-maximal effect; nearly all actives have a fitted effect of over 70% in size; inactives centre near 23
# Target sequence (P83916 whole entry, looked up): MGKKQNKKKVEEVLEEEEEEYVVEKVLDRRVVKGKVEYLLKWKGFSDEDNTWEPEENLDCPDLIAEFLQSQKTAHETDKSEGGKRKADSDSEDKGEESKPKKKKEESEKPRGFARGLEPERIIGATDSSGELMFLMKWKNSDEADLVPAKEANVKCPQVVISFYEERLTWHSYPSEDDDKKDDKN
#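 AlphaScreen: HP1-beta (50 nM) preformed 30 min with biotin-H3(1-18)K9me3 peptide (50 nM) in PBS pH 7.4, 0.01% Tween-20. Compound added for 30 min at RT, then streptavidin donor/nickel chelate acceptor beads (10 ug/mL) for 30 min.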
# USP1 inh = Inhibitors of USP1/UAF1: Primary Screen; Ubiquitin carboxyl-terminal hydrolase 1 (Homo sapiens), O94782; recombinant USP1/UAF1, Ub-Rhodamine cleavage fluorescence; Potency, µM (doses to about 57.1 µM), for the others: at the highest dose activity change, negative = inhibition, hits mostly inhibitors; AID 743255, 2014; 390,000 compounds, 0.23% hits; note: potency is the fitted concentration of half-maximal effect; % is set by controls: 0 for no effect and ±100 for the full control effect; nearly all actives have a fitted effect of over 60% in size; inactives centre near -12
#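 High-throughput fluorogenic screen: 1nM USP1/UAF1 complex, Ub-Rho substrate 150nM final, 50mM HEPES pH 7.8 with 0.5mM EDTA, 0.1 mg/ml BSA, 1mM TCEP and 0.01% Tween-20.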
# Pin1 inh = qHTS Assay to Find Inhibitors of Pin1 | Peptidyl-prolyl cis-trans isomerase NIMA-interacting 1 (Homo sapiens), Q13526 | Pin1 FP peptide displacement, HiFluor488, 10 min | Potency, µM (doses to about 115 µM), inactives show at the highest dose activity, negative = inhibition, most hits filed as inhibitors | 390,000 compounds, 0.009% hits | AID 504891, 2011; active = well fitted inhibition curve with a large enough effect in the polarisation, with a control signal flat, not every such curve was filed as active; inconclusive = small, poorly fitted or top-dose-only effect, or effect the other way, or a change in a side signal; inactive = no such curve, though single readings can be large or run the other way; the % refers to the polarisation; note: potency is the fitted concentration of half-maximal effect; % is set by controls: 0 for no effect and ±100 for the full control effect
# Target sequence (Q13526 whole entry, looked up): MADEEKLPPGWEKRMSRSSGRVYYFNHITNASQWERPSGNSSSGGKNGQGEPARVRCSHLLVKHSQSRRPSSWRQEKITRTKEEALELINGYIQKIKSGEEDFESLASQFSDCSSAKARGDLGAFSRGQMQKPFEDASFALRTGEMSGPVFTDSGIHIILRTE
# PI4K2A block = qHTS for small molecular inhibitors of PI4K2A | Phosphatidylinositol 4-kinase type 2-alpha (Homo sapiens), Q9BTU6 | purified PI4K2A, ADP-Glo luminescence, 1 h; stronger effect = lower value | activity change, negative = inhibition, % at 76.9 µM | 420,000 compounds, 0.13% hits | AID 1346378, 2018; in the data active = activity change below about -50%; inconclusive = mostly about -30% to -49%;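 note: -100% = wells without enzyme as full effect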
#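 In this quantitative HTS, ADP production by PI4K2A was quantified luminescently after 1 h at ambient temperature; 100 microM adenosine served as plate-quality control.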
# Active calls of the source: *; i = inactive; ? = inconclusive; · = no result given; & = joins results of further samples; [ ] = another dose, or the depositor's remark. Unless noted, calls come from the whole dose curve; as a rule, active = well fitted curve in the direction sought with a large enough effect; inconclusive = small, poorly fitted or top-dose-only effect, or another doubt; inactive = no such curve, though single readings can be large; an effect the other way counts as inactive or inconclusive. The list is partial; the hit share may differ from the screen's.
SMILES,GLS inh,TrxR1 inh,TrxR1 substrate,PGK inhibitor,mIDH1 inhibitor,HP1b binding inh,USP1 inh,Pin1 inh,PI4K2A block
Cc1ccc(C(=O)N(c2ccccn2)C(C)c2ccco2)cc1C (stereo unspecified),0%,-11%,-3%,-5%,6%,22%,-14%,?,-5
Cc1oc(-c2ccccc2Cl)nc1CS(=O)CC(=O)NCCCN1CC(C)CC(C)C1 (stereo unspecified),-19%,19%,4%,-10%,19%,14%,-17%,-4%,3
COc1ccc(C(=O)C(C)[n+]2ccc(C)c3ccccc32)cc1[N+](=O)[O-] (stereo unspecified),-3%,-9%,-10%,-1%,6%,37%,-8%,?,4
CCCc1cc(=O)[nH]c(SCC(=O)N(C)Cc2ccccc2)n1,-5%,-11%,-7%,-4%,2%,69%[activator],1%,2%,7
CCC(C(=O)OCC(=O)Nc1cc(Cl)cc(Cl)c1)c1ccccc1 (stereo unspecified),-1%,6%,-1%,-9%,7%,85%[activator],-15%,2%,-1
COC(=O)C1=CN(c2ccc(OC)cc2)C=C(C(=O)OC)C1c1cc(OC)c(OC)cc1OC,0%,5%,13%,3%,4%,-14%,-5%,0%,2
COc1ccccc1CNS(=O)(=O)c1c(C(=O)N2CCCCC2)c(C)n(C)c1C,1%,26%,12%,-9%,-5%,13%,-22%,-4%,12
Cc1ccc(-c2cc(C(=O)Nc3c(C#N)cnn3C)no2)cc1,2%,8%[57.1 µM],1%[57.1 µM],-1%,3%,38%,-8%,8%,4
O=C(Nc1ccc(S(=O)(=O)Nc2ncccn2)cc1)c1ccc(N2CCCC2=O)cc1,0%,-8%,-1%,-9%,-1%,17%,-21%,3%,-13
Cc1ccc(NC(=O)COC(=O)C2(C)CC2(Cl)Cl)cc1S(=O)(=O)N1CCOCC1 (stereo unspecified),-4%,4%,0%,-4%,0%,24%,-10%,4%,-3
COc1ccc(N2C(=O)/C(=C/c3cccs3)NC2=S)cc1,-4%,-21%,-9%,4%,0%,?,-21%,2%,5
C[C@@H]1CN([C@@H](C)CO)C(=O)CCCn2nncc2CO[C@@H]1CN(C)C(=O)NC1CCCCC1,-1%,·,·,8%,-1%,·,-14%,·,-2
COc1ccc(C(=O)NC2CCc3ccccc32)cc1OC1CCN(C(C)=O)CC1 (stereo unspecified),4%,-14%,-13%,-10%,3%,2%,-1%,2%,7
CCOc1cc(/C=N/NC(=O)c2nnn(-c3nonc3N)c2C)ccc1OCc1ccc(C)cc1,?,·,·,-9%,7%,·,-23%,·,5
COc1ccc(Oc2cnc3ccccc3n2)cc1,0%,9%[57.1 µM],-5%[57.1 µM],-16%,-2%,44%[activator],-17%,-10%,6
COc1ccc(NC(=O)c2ccc(CNc3c(NC4CCCCC4)c(=O)c3=O)cc2)c(OC)c1,-5%&3%,-18%&-14%,-12%&-3%,0%&-7%,6%&7%,18%&33%,-4%&-29%,-6%&2%,6&-1
COc1ccc(NC(=O)c2ccc3nc[nH]c3c2)cc1,-1%,0%,-5%,-1%,-5%,27%,4%,0%,0
COc1ccc(S(=O)(=O)N2CCC(C(=O)NC(c3nc4ccccc4[nH]3)C(C)C)CC2)cc1 (stereo unspecified),0%,-2%,-1%,i,-3%,26%,-29%,52%[activator],-3
COc1ccc(CC(=O)OCc2nnc(-c3ccccc3)o2)cc1,1%,8%[11.4 µM],-1%[11.4 µM],-1%,-9%,49%[activator],-12%,1%,4
CCc1ccccc1NC(=O)c1nnn(Cc2ccc(Cl)cc2)c1N,-2%,21%,0%,-8%,-3%,26%,-3%,-3%,0
CC1(C)Cc2c(cnn2-c2cccc(F)c2)C(NC(=O)C2CCOCC2)C1 (stereo unspecified),-9%,-6%,-3%,-10%,-4%,30%,-16%,3%,-1
O=C(CSc1nc2ccccc2[nH]1)NCCN1CCCCC1,-4%,-8%,-8%,i,5%,20%,-11%,-15%,-4
COc1ccc(/C(O)=C2/C(=O)C(=O)N(c3ccccn3)C2c2ccc(F)cc2)cc1 (stereo unspecified),10%,-7%,-1%,9%,-14%,0%,-21%,-10%,3
COc1ccc(C(=O)n2nc(C)cc2Nc2ccccc2)cc1,12%,6%,0%,-4%,2%,50%[activator],-15%,-3%,6
Cc1nnc(SCC(=O)NCc2ccccc2)s1,-3%,2%[57.1 µM],6%[57.1 µM],3%,-2%,45%[activator],-22%,4%,-3
COc1ccc(N2C(=O)C3C(C2=O)C3(c2ccccc2)c2ccccc2)cc1 (stereo unspecified),-15%,17%,-2%,i,5%,23%,-21%,-4%,0
COCCCNC(=O)CS(=O)Cc1nc(-c2cccc(C)c2)oc1C (stereo unspecified),-5%,-8%,8%,-4%,0%,37%,-24%,2%,2
COc1ccc(-n2cccc2/C=C2\C(=N)N3N=C(C(C)C)SC3=NC2=O)cc1,3%,4%[57.1 µM],6%[57.1 µM],9%,-10%,-5%,-13%,9%,17
Cc1cc2n(n1)CCC(=O)N2Cc1ccc(C(=O)Nc2ccc(F)cc2F)cc1,1%,15%[57.1 µM],10%[57.1 µM],-4%,15%,3%,-17%,2%,-4
CCOC(=O)N1CCN(C(=O)c2ccc(Cn3c(=S)[nH]c4cc(OCC)c(OCC)cc4c3=O)cc2)CC1,-3%,-3%[57.1 µM],-1%[57.1 µM],i,2%,35%,-14%,-4%,3
COc1cccc(C2CC(c3cccs3)=NN2C(=O)CSc2nc3ccccc3s2)c1OC (stereo unspecified),-13%,-8%,4%,i,0%,16%,-16%,8%,4
CCCC1O[C@@H]2C[C@H]3[C@@H]4CCC5=CC(=O)C=C[C@]5(C)[C@H]4[C@@H](O)C[C@]3(C)[C@]2(C(=O)CO)O1 (stereo partly specified),0%,-9%[57.1 µM],-3%[57.1 µM],i,-23%,26%,-18%,4%,-1&0
CC(C)n1c(SCC(=O)Nc2nncs2)nnc1-c1ccco1,122%[activator],?,11%[57.1 µM],-25%,1%,-12%,-19%,?,-3
O=C(NCCOc1ccccc1)C1CCC(=O)N(C2CCCCCC2)C1 (stereo unspecified),0%,-9%,-4%,i,1%,26%,-7%,-9%,1
CC1(C)C2CC=C(/C=N/NC(=O)c3ccc(Cl)cc3)C1C2 (stereo unspecified),3%,5%,-1%,3%,0%,38%,-21%,-10%,0
COC(C)(C)[C@]12CC(O)(C(C)C)ON1[C@H]1CCCCC1N2O (stereo partly specified),42%[activator],-12%,-1%,4%,11%,34%,-11%,-12%,-12
CN(C(=O)Cn1ncc2c1-c1ccccc1OC2)c1ccc(Br)cc1,4%,14%,-1%,8%,-8%,16%,-10%,-9%,-3
CCc1nnc2c(N(C)S(=O)(=O)c3ccc(C)cc3)nc3ccccc3n12,-5%,8%,3%,9%,-9%,41%[activator],-23%,-2%,-5
O=C1OCC(CO)(CO)N=C1NNc1ccccc1[N+](=O)[O-],6%,-7%,-12%,-10%,2%,-10%,-22%,1%,2
COc1ccccc1CNS(=O)(=O)c1cc2c3c(c1)C(C)C(=O)N3CCC2 (stereo unspecified),3%,7%,1%,-8%,4%,30%,-23%,2%,-1
Clc1cccc(-c2nnc(SCc3nc4ccccc4[nH]3)n2Cc2ccco2)c1,-1%,1%,-3%,-2%,-1%,-5%,-10%,0%,2
CCC(C)(NC(=O)c1ccccn1)C(=O)NC1CCCC1 (stereo unspecified),-13%,37%[activator][57.1 µM],-11%[57.1 µM],0%,5%,43%[activator],?,-7%,5
CCOc1ccc(CCNC(=O)C2CCCN(c3nn4c(=O)cc(C)nc4s3)C2)cc1 (stereo unspecified),8%,-10%,-7%,-2%,11%,34%,2%,-3%,8
Cc1ccccc1CNS(=O)(=O)c1c(C)[nH]c(C)c1C(=O)N1CCCCC1,20%,16%,6%,i,0%,-1%,-20%,-11%,-8
OCCCc1nc2n(n1)C(c1ccccc1)C=C(c1ccc(F)cc1)N2 (stereo unspecified),0%,?,42%[activator],i,1%,50%[activator],-12%,?,-66*
O=C(CNCc1ccc(F)cc1)Nc1ccc(S(=O)(=O)N2CCOCC2)cc1,0%,4%,-8%,i,1%,27%,-9%,3%,-2
COC(=O)c1ccccc1NC(=O)/C=C/c1cc(OC)c(OC)c(OC)c1,-2%,8%[57.1 µM],27%,1%,0%,50%[activator],-22%,-4%,6
